KCNH2 3.1 inh: qHTS for Inhibitors of KCHN2 3.1: Mutant qHTS. U2OS KCNH2 3.1, thallium flux FluxOr; stronger effect = lower value. activity change, % (tested at about 1.8 µM). actives 0.95% (n = 340,000). AID 720553, 2013;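 active means maximum activity change below -70%; inconclusive means maximum activity change from -70% to -50%; inactive means maximum activity change above -50%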;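 further: thallium influx rate constant from kinetic fluorescence after stimulation buffer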
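Virally transduced U2OS (3.1 isoform, 4 h infection in dark at RT) → overnight 37 C → FluxOr + Red40 in HBSS/HEPES, 45 min → stimulation buffer, 2 min kinetic read → rate constant vs DMSO controls.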
KCNH2 WT inh: qHTS for Inhibitors of KCHN2 3.1: Wildtype qHTS; Voltage-gated inwardly rectifying potassium channel KCNH2 (Homo sapiens), Q12809; U2OS, BacMam KCNH2, thallium flux FluxOr; stronger effect = lower value; activity change, % at 1.84 µM; actives 0.37% (n = 340,000);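 active means maximum activity change below -70%; inconclusive means maximum activity change between -70% and -50%; inactive means maximum activity change above -50%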
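U2OS cells were transduced with wild-type KCNH2 virus (2.03 x 10^8 / mL) for 4 h at room temperature, then cultured overnight at 37 C. Thallium flux was read with FluxOr dye. Rate constants were normalized to DMSO controls.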
Coupling enz: qHTS Assay for Inhibitors of Fructose-1,6-bisphosphate Aldolase from Giardia Lamblia: Coupling assay counterscreen. activity change, negative = inhibition, % at 58.2 µM, hits read low. actives 0.67% (n = 290,000). AID 2472, 2010. coupling enzyme system counterscreen, AmpLite Red fluorescence; in the data active means activity change below about -30%
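Compounds tested against the coupling enzymes alone at 57.5 uM final; readout was AmpLite Red fluorescence (525/598 nm) after 20 min at RT.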
Eya2 inh: qHTS Assay for Inhibitors of the Phosphatase Activity of Eya2 | Protein phosphatase EYA2 (Homo sapiens), O00167 | recombinant Eya2, OMFP fluorescence dephosphorylation (OMFP is methylfluorescein phosphate) | Potency, µM (doses to about 76.9 µM), inactives show at the highest dose activity, negative = inhibition, hits mostly inhibitors | actives 0.006% (n = 330,000); further: potency means the concentration at half of the fitted maximal effect
Target sequence (O00167 whole entry, looked up): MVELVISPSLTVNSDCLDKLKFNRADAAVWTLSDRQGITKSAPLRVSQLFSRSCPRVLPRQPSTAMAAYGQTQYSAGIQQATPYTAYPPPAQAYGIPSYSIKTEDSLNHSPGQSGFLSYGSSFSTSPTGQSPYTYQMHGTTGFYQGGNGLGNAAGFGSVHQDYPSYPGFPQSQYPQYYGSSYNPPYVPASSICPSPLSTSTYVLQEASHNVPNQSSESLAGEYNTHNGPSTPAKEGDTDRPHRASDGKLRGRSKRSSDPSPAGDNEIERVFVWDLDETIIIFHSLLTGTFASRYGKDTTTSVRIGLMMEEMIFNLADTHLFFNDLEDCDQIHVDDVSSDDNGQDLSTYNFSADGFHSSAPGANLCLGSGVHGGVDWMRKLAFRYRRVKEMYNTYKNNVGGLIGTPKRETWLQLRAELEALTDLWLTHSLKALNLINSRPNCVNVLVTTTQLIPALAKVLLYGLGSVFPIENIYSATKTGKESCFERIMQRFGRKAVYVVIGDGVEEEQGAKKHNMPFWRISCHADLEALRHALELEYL
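Eya2 protein (added as 0.2 uM solution) was preincubated with compound for 10 min at ambient temperature in 50 mM HEPES pH 7.5, 50 mM NaCl, 5 uM MgCl2, 0.05% BSA, 1 mM DTT. OMFP (added at 50 uM) then reacted 10 min; fluorescence read at 485/525 nm.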
uPA generation: qHTS for Inhibitors of Cell Surface uPA Generation | cell surface uPA generation assay, qHTS | Potency, µM (top dose mostly 38.3 µM), inactives show top-dose activity change, negative = inhibition, most hits filed as inhibitors | actives 0.31% (n = 330,000) | AID 540303, 2011; active means well fitted inhibition curve with a large enough effect; inconclusive means small, poorly fitted or top-dose-only effect; inactive means no such curve, though single readings can be large or run the other way; tested in mouse RAW 264.7 cells; further: potency means the concentration at half of the fitted maximal effect; nearly all actives have a fitted effect of over 55% in size
B2AR arrestin: qHTS assay of beta-arrestin-biased ligands of beta2-adrenergic receptor; Beta-2 adrenergic receptor (Homo sapiens), P07550; beta-arrestin recruitment to beta2AR, cell-based reporter; Potency, µM (doses to about 46.1 µM), for the others: top-dose activation, usual class: activators; actives 0.02% (n = 330,000);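 further: potency means the concentration at half of the fitted maximal effect; 0% = DMSO controls and full agonism = EC100 isoproterenol or metaproterenol; nearly all actives have a fitted effect of over 65% in size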
Target sequence (P07550 whole entry, looked up): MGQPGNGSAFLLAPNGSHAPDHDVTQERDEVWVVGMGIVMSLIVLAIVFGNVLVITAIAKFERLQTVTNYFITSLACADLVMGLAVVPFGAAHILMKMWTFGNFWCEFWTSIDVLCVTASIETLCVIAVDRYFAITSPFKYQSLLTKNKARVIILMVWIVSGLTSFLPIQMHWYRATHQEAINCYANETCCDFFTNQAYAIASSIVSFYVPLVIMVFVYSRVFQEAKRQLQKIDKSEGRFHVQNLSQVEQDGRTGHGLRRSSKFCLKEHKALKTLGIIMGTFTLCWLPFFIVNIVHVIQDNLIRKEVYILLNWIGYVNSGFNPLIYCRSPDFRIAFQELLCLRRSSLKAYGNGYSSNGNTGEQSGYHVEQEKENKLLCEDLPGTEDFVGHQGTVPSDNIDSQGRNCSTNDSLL
Chronic BCR inh: qHTS Assay to Find Inhibitors of Chronic Active B-Cell Receptor Signaling. AID 493014, 2011. Potency, µM (doses to about 46.1 µM), inactives show at the highest dose ratio change, negative = lower green/red ratio, usual class: inhibitors. actives 0.05% (n = 340,000). ABC-DLBCL IkBa-CBG/CBR reporter, luminescence ratio, 4 h; active means well fitted inhibition curve with a large enough effect in the signal ratio, with a control signal flat, not every such curve was filed as active; inconclusive means small, poorly fitted or top-dose-only effect, or effect the other way, or a change in a side signal; the % refers to the signal ratio;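 further: potency means the concentration at half of the fitted maximal effect; plate controls were basal doxycycline-induced cells for no effect and cells given 10 µM MG132 for full effect; MG132 reads +100%, hits lower the ratio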
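Concentration-response series (up to 46 uM) were applied to TMD8 dual-reporter cells for 4 h at 37C with doxycycline. Green/red ratio, after filter-overlap correction, defined %Activity; red signal alone was normalised to basal cells and zero luminescence.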
GALK inhibitor: qHTS Assay for Inhibitors of Human Galactokinase (GALK); P51570; Purified GALK, Kinase-Glo residual ATP luminescence; Potency, µM (top dose mostly 57.5 µM), for inactives: at the highest dose activity change, negative = inhibition, most hits filed as inhibitors; actives 0.007% (n = 270,000); AID 1868, 2009; further: potency means the concentration at half of the fitted maximal effect
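GALK at 5 nM final was combined with compound, 35 uM ATP and 100 uM galactose in HEPES pH8.0 with MgCl2 and DTT. The reaction ran one hour at room temperature before luminescent ATP detection.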
USP2a inh: qHTS Assay for Inhibitors of Ubiquitin-specific Protease USP2a Using CHOP2 as the Reporter | USP2 core, Ub-CHOP2 coupled fluorogenic reporter, 485/531 | Ubiquitin carboxyl-terminal hydrolase 2 (Homo sapiens), O75604 | actives 0.01% (n = 330,000) | Potency, µM (doses to about 38.3 µM), without a hit: at the highest dose activity change, negative = inhibition, most hits filed as inhibitors | AID 463254, 2010;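 further: potency means the concentration at half of the fitted maximal effect; plate controls were DMSO wells for no effect and full inhibition by NEM control for full effect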
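USP2 core (10nM final) preincubated 30min RT with compound in 20mM Tris-HCl pH 8.0, 2mM CaCl2, 2mM beta-mercaptoethanol, 0.05% CHAPS; 25nM Ub-CHOP2 plus 25nM reporter substrate added, fluorescence (Ex485/Em531) read after 60min.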
PKM2 act: qHTS Assay for Activators of Human Muscle isoform 2 Pyruvate Kinase; purified PKM2, Kinase-Glo ATP luminescence, activation; response scale: 0% is enzyme alone, no compound; actives 0.34% (n = 260,000); AID 1631, 2009; Pyruvate kinase PKM (Homo sapiens), P14618; Potency, µM (top dose mostly 57.5 µM), without a hit: at the highest dose activation, most hits filed as activators; further: potency means the concentration at half of the fitted maximal effect; nearly all actives have a fitted effect of over 55% in size
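ATP formation by purified human PK-M2, quantified via coupled luciferase luminescence after 1 h at room temperature with 0.1 mM ADP and 0.5 mM PEP final.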
Giardia killer: Small Molecules that selectively kill Giardia lamblia: qHTS. actives 0.15% (n = 340,000). activity change, % at 7.66 µM, hits read low. Giardia lamblia trophozoite viability; in the data active means activity change below about -80%; inconclusive means between about -30% and that limit;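 further: parasites exposed to compound for two days anaerobically before the ATP read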
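Giardia trophozoites, 100 cells per well, were exposed to compounds for 48 hrs at 37 deg C under anaerobic conditions; viability was then read as ATP content by bioluminescence after 15-30 min at room temperature.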
* = called active by the depositor; ? = inconclusive; . = no result given; & = joins results of further samples; [ ] = another dose, or the depositor's remark. Unless noted, the call rests on the fitted dose curve; in most records, active means well fitted curve in the direction sought with a large enough effect; inconclusive means small, poorly fitted or top-dose-only effect, or another doubt; inactive means no such curve, though single readings can be large; an effect the other way counts as inactive or inconclusive. Unless noted, on the % scale 0 is the no-effect control and ±100 the full control effect.

SMILES	KCNH2 3.1 inh	KCNH2 WT inh	Coupling enz	Eya2 inh	uPA generation	B2AR arrestin	Chronic BCR inh	GALK inhibitor	USP2a inh	PKM2 act	Giardia killer
CS(=O)(=O)n1nc(C(=O)N2CCOCC2)nc1N	-3	-18	0	7%	1%	-1.9%	0%	.	2%	-13%	4
CC(=O)C(=Cc1ccc(O)cc1)C(C)=O	5	-1	0	-12%	4%	-0.4%	3%	3%	5%	7%	-22
C/C(=N\NC(=O)c1ccc(NS(=O)(=O)c2cccs2)cc1)c1ccncc1	9	1	5	-10%	6%	-0.4%	?	0%	0%	7%	-12
Cc1ccccc1OCC(=O)NCCS(=O)(=O)N1CCN(c2ccc(F)cc2)CC1	-24	41	.	5%	2%	0.0%	-6%	.	-2%	.	-3
Cn1c(CN2CCCCC2)c(C#N)c2ccccc21	15	23	-1	13%	.	0.6%	-4%	4%	1%	18%	-2
Cc1cc(Cl)c(S(=O)(=O)N2CCCC2)cc1OCC(=O)NC1CCCCC1	-18	16	6	5%	-5%	0.2%	-3%	0%	4%	1%	-5
Cc1cc(=O)[nH]c(N/N=C/c2ccc(O)c(O)c2)n1	18	1	-9	-30%	5%	-0.8%	5%	.	-1%	.	9
CC12CCC(=O)N1C(C(=O)Nc1ccc(SC(F)F)cc1)CS2 (stereo unspecified)	-1	10	.	-6%	-3%	0.1%	?	.	0%	.	13
O=C(c1ccc(N2CCCCC2)c([N+](=O)[O-])c1)N1CCOCC1	7	4	-1	22%	2%	-0.6%	-5%	-3%	-1%	1%	-10
C=COCCNC(=O)Nc1ccc(Cl)c(Cl)c1	-2	-12	1	-5%	-7%	-0.6%	?	1%	0%	0%	2
COc1ccc(NC(=O)CCCNC(=O)c2ccc(Cl)cc2)cc1OC	-6	.	0	-7%	1%	-0.1%	-4%	-1%	5%	.	0
CCOC(=O)C1CCCN(C(=O)CNC(=O)c2nn(-c3ccc(OC)c(Cl)c3)c(=O)c3ccccc23)C1 (stereo unspecified)	-12	-8	1	2%	1%	0.1%	17%	-1%	0%	0%	-28
COc1ccc(NC(=O)NCc2ccccn2)c(OC)c1	16	-5	-3	-3%	1%	-0.4%	3%	0%	1%	-4%	5
CCCOc1cccc(C(=O)N(Cc2ccco2)C2CCS(=O)(=O)C2)c1 (stereo unspecified)	-1	-9	0	1%	6%	0.4%	-24%	0%	1%	5%	-16
Cc1cc(C)n(CC(=O)N/N=C/c2c[nH]c3ccccc23)n1	-20	0	-2	-14%	2%	0.5%	-24%	-3%	1%	10%	-22
C[C@H](CO)N1C[C@H](C)[C@@H](CN(C)Cc2ccc(-c3ccccc3)cc2)Oc2c(NC(=O)Nc3ccc4c(c3)OCO4)cccc2C1=O	-1	4	.	4%	9%	-0.1%	5%	.	0%	.	9
COCCn1c(=S)[nH]c2cc(C(=O)N3CCc4ccccc4C3)ccc2c1=O	-18	-3	-1	-4%	11%	0.0%	?	-3%	0%	-10%	-11
CCn1cc(C(=O)O)c(=O)c2cc(F)c(N3CCN(S(=O)(=O)c4ccc5c(c4)OCCO5)CC3)cc21	-3	2	0	-4%	15%	0.0%	1%	-1%	1%	0%	14
COC(=O)c1cn[nH]c1NC(=S)Nc1ccc(Cl)c(Cl)c1	8	-12	1	-11%	.	0.2%	22%	0%	4%	-6%	-5
Cc1ccc(NC(=O)CSc2nnc(C)c(=O)n2N)cc1	-18	-15	2	0%	-3%	-0.2%	4%	-3%	9%	21%	2
Cn1nnnc1Sc1ncnc2scc(-c3ccccc3)c12	1	16	7	-1%	-13%	0.1%	?	-4%	1%	-1%	8&-8
O=S(=O)(Cc1ccc(Cl)cc1)N1CCN(Cc2ccc3c(c2)OCO3)CC1	-14	-2	1	-2%	5%	-1.0%	6%	.	1%	-37%	-7
C[C@@H]1CN([C@@H](C)CO)C(=O)c2cc(NC(=O)Nc3ccc4c(c3)OCO4)ccc2O[C@H]1CN(C)S(=O)(=O)c1cn(C)cn1	9	-11	.	2%	7%	-0.2%	0%	.	4%	.	-9
C#CCOCCOCCOCCNc1nc(N2CCN(C(=O)[C@H]([C@@H](C)CC)n3cc(CCCN=C(N)N)nn3)CC2)nc(N2CCN(C(=O)[C@H]([C@@H](C)CC)n3cc(CCCN=C(N)N)nn3)CC2)n1	.	.	1	9%	.	-0.8%	0%	.	1%	-3%	.
COc1ccccc1NC(=O)CSc1nnc(Cn2c(=O)sc3ccccc32)n1C	-1	4	1	0%	-4%	-0.7%	-4%	-2%	-2%	13%	-8
Cc1ccc(NC(=O)c2cc([N+](=O)[O-])ccc2NCc2cccnc2)cc1Cl	-25	-24	.	-11%	4%	-1.1%	?	-3%	-1%	2%	-23
COc1ccccc1CCc1nnc(N)s1	9	2	-2	-5%	14%	0.3%	-1%	6%	-1%	0%	4
Cc1cccc(NC2=C/C(=N/S(=O)(=O)c3cccs3)c3ccccc3C2=O)c1	-21	4	3	-4%	-9%	-1.0%	2%	1%	0%	-2%	0
COc1ccc(C(=O)Nc2ncccc2C)cc1S(=O)(=O)N1CCCc2ccccc21	-2	-5	.	-21%	-12%	-0.1%	-3%	.	-2%	.	13
Cc1nc2c(C)cccn2c(=O)c1NC(=O)c1cccc2ccccc12	-6	-4	.	4%	3%	-1.3%	-1%	.	-1%	.	1
O=C(Cn1ccc2ccccc2c1=O)NCCC(=O)N1CCN(c2cccc(C(F)(F)F)c2)CC1	1	-17	0	-8%	-6%	0.0%	0%	0%	-6%	1%	3
CC(C)OC(=O)c1cccnc1N1CCN(c2cccc(Cl)c2)CC1	-18	-25	-1	1%	-3%	0.0%	3%	0%	-1%	-20%	18
CCc1ccc(CNC(=O)C2CCN(S(=O)(=O)N3CCCC3)CC2)cc1	-2	-10	.	-22%	-5%	0.3%	-5%	5%	1%	.	-2
CCCn1c(NC(=O)C2CCN(S(=O)(=O)c3cccs3)CC2)nc2ccccc21	-7	-4	2	-20%	-8%	-2.2%	?	-3%	0%	-1%	6
O=C1C=CN(C(=O)Oc2ccccc2)CC1	33	-4	1	4%	3%	-0.3%	1%	0%	1%	-3%	5
CCNc1nc(NC(C)C)nc(OCCNS(=O)(=O)c2cc(C)ccc2C)n1	0	-4	0	0%	4%	-0.1%	-5%	4%	-3%	0%	-16
C=C1C2(C(=O)NCc3ccco3)CCC(C2)C1(C)C (stereo unspecified)	-14	-2	1	0%	6%	-0.1%	?	0%	-1%	-2%	4
CC(NC(=O)OCc1ccccc1)C(=O)Oc1cc2oc(=O)cc(-c3ccccc3)c2cc1Cl (stereo unspecified)	-2	6	14	-4%	1%	-0.1%	?	-6%	1%	1%	8
CN(CC(=O)Nc1ccccc1F)CC(=O)Nc1ccccc1Br	3	6	0	5%	2%	-0.1%	?	-2%	2%	-6%	-2
CCN(Cc1ccccc1)C(=O)CSc1nncn1C	0	1	2	6%	5%	0.1%	-10%	3%	3%	1%	6
Cc1ccc(S(=O)(=O)N2CCCC2C(=O)NCc2ccccc2F)cc1 (stereo unspecified)	-3	-20	-3	9%	4%	-0.3%	-1%	7%	0%	-12%[11.5 µM]	-8
CSCCC1NC(=O)N(CC(=O)Nc2ccc(Cl)c(S(=O)(=O)N3CCOCC3)c2)C1=O (stereo unspecified)	-26	4	.	-3%	3%	-0.3%	-1%	.	-1%	.	20
Cc1nc(NC(=O)c2ccc([N+](=O)[O-])cc2Cl)sc1C(=O)N(C)C	-13	-1	-4	0%	5%	-0.4%	?	2%	0%	1%	-12
O=C(NC1CCCCC1)C(c1ccccc1)N(C(=O)Cc1ccsc1)c1ccccc1 (stereo unspecified)	2	1	-1	7%	-3%	0.3%	5%	-2%	5%	-13%	-10
NS(=O)(=O)c1ccc(CCNC(=O)CN2CCN(c3ccccc3O)CC2)cc1	-13	.	0	-12%	17%	-0.2%	-16%	1%	4%	18%	8
Cc1csc(=O)n1CC(=O)OCC(=O)Nc1ccc(Cl)cc1F	17	-21	.	-18%	-1%	-0.1%	14%	.	4%	.	-22
